# High-throughput results (PubChem BioAssay)
# mHtt clearance = clearance of mutant huntingtin inclusions, primary screen, imaging, HeLa Exon1htt(103Q)mCFP, confocal imaging. aggregate imaging; zero = plate's median compound well. inhibition, % at 1.5 µM. 0.42% of 47,000 active;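 active = inhibition of aggregate fluorescence above about 70%, also judged a hit by eye on the cell image, limit read from the data, passing the limit was not always enough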;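 also: cells exposed to compound for three days before fixation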
# mHtt clearance grain fraction = second read-out of mHtt clearance, no call of its own (marks repeat the call); fraction fluorescence in grains; measured here: aggregate grain fluorescence fraction; active compounds read low;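 scaled fraction of total cell fluorescence in grains with unit not stated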
# * marks the source's active call; other numbers are inactive results. Only part of the results is shown (hit frequency here may not be typical).
# Every second line gives: mHtt clearance | mHtt clearance grain fraction
N#CCCN1CCN(Cc2cc(-c3ccccc3)ccc2O)CC1
    50 | 19
COc1ccc(OC)c(C2SCCN2S(C)(=O)=O)c1 (stereo not given)
    2 | 19
CCCOc1cccc(C(=O)Nc2nnn(CCC)n2)c1
    37 | 22
COc1cccc(CN(Cc2ccco2)C(c2ccc(F)cc2)c2nnnn2C(C)(C)C)c1 (stereo not given)
    54 | 17
O=c1c2ccccc2nc2n1C(CSCc1cccc(C(F)(F)F)c1)CS2 (stereo not given)
    16 | 32
CCOC(=O)C(NCCCO)c1ccccc1 (stereo not given)
    63 | 13
CCOC(=O)N1CCN(C(c2ccccc2)c2sc3nc(C)nn3c2O)CC1 (stereo not given)
    2 | 20
CN(C)CCCNC(=O)CCC1CCCCC1
    17 | 14
Cc1cc(C(F)(F)F)c(C#N)c(SCC(=O)NC2CC2)n1
    17 | 28
O=C(Cn1c(=O)n(Cc2ccco2)c(=O)c2c3c(sc21)CCCCC3)Nc1ccccc1
    22 | 31
O=C(NCCCc1ccccc1)c1cnc2n(c1=O)CCS2
    12 | 17
CCC(=O)Nc1cc(-c2nn(C)c(=O)c3ccccc23)ccc1OC
    7 | 18
Cc1nc2cc(NC(=O)N(C)c3ccc4ccccc4c3)ccc2o1
    32 | 13
CCOC(=O)N1CCN(C(=O)C2CCN(S(=O)(=O)CC)CC2)CC1
    -13 | 48
COc1cc(C(=O)N2CCN(C(=O)c3ccccc3)CC2)cc(OC)c1OC
    -24 | 46
CCOC(=O)c1c(N)sc(-c2ccccc2)c1C
    60 | 7
Cc1cc(Br)c2[nH]c3c(c2c1)CCCC3=O
    13 | 24
N#Cc1c(Sc2ncc(C(F)(F)F)cc2Cl)nsc1C/C=N\OCc1ccccc1Br
    28 | 15
O=C(O)CC(C(=O)OC1CCCCC1)N1CCOCC1 (stereo not given)
    17 | 15
CCOC(=O)C(NC(=O)c1ccccc1)(N1CCOCC1)C(F)(F)F (stereo not given)
    -14 | 39

# Overlap with the part before: 3 compounds; new compounds follow.
# Every second line gives: mHtt clearance | mHtt clearance grain fraction
N#Cc1c(Sc2ncc(C(F)(F)F)cc2Cl)nsc1C/C=N\OCc1ccccc1Br
    28 | 15
O=C(O)CC(C(=O)OC1CCCCC1)N1CCOCC1 (stereo not given)
    17 | 15
CCOC(=O)C(NC(=O)c1ccccc1)(N1CCOCC1)C(F)(F)F (stereo not given)
    -14 | 39
CC(C)(C)n1nnnc1C(c1ccc(C(F)(F)F)cc1)N(Cc1ccccc1)Cc1ccco1 (stereo not given)
    25 | 27
Cc1ccc(Nc2nc(N)nc(CN3CCN(C(=O)c4ccco4)CC3)n2)cc1Cl
    -13 | 38
O=S(=O)(NC1c2cccc3cccc(c23)C1N1CCN(CCO)CC1)c1ccccc1 (stereo not given)
    -19 | 25
CCOC(=O)C(C)Sc1nc(-c2cccs2)ccc1C#N (stereo not given)
    51 | 18
COc1ccc(CNC(=O)c2cnc(C)cn2)c(OC)c1
    -29 | 40
O=C(NCCNC(=O)C(c1ccccc1)c1ccccc1)c1ccco1
    -36 | 55
Cc1cccc2cc(CN(Cc3nnnn3Cc3ccco3)C3CCCC3)c3nnnn3c12
    24 | 15
Cc1cc(C)c(C#N)c(OCC(=O)c2ccccc2)n1
    18 | 26
CCN(c1ccccc1)S(=O)(=O)c1ccc(N)cc1
    9 | 43
Cc1cnc(C(=O)OCC(=O)NCc2ccccc2)cn1
    15 | 34
COc1ccc(NC(=O)c2ccc(-n3nc(C)cc3C)cc2)cc1OC
    -5 | 42
OC(c1ccc(Cl)cc1)c1nnc(-c2ccccc2)o1 (stereo not given)
    7 | 32
COc1ccc(S(=O)(=O)N2CCCN(S(=O)(=O)c3ccc(OC)c(C)c3)CC2)cc1C
    -10 | 22
C1CCc2c(nnc3c2-c2nonc2CC3)C1
    6 | 34
Cc1ccnc(NS(=O)(=O)c2ccc(NC(=O)C3CCCO3)cc2)n1 (stereo not given)
    -67 | 75
CCc1nc(NCC2CCCO2)c(C#N)c2c1COC(C)(C)C2 (stereo not given)
    10 | 17
CCCn1c2c(c(O)c(C(=O)Nc3nc(C)cs3)c1=O)CCCC2
    62 | 12
CCCCCc1cc(O)c2c(C)cc(=O)oc2c1
    2 | 36
O=[N+]([O-])C1=CC=C2C(=NC3(CCCCC3)N2O)C1=NCCO
    3 | 32
COc1ccccc1OCC(=O)N(Cc1nc(-c2ccc(Cl)cc2)no1)C(C)C
    -30 | 48
COC(=O)C(Cc1cnc[nH]1)NC(=O)C1CCC(=O)N1 (stereo not given)
    -20 | 41
CC1=[N+]([O-])C(N2CCOCC2)C(O)(c2ccccc2)C1 (stereo not given)
    -14 | 24
COc1ccc(-c2noc(CCCC(=O)NCCc3ccccc3)n2)cc1OC
    -53 | 30
COc1ccc(N(CC(=O)NC2CCCC2)S(=O)(=O)c2c(C)[nH]c(=O)[nH]c2=O)cc1
    20 | 41
COCCSc1ccccc1C(=O)NCc1ccc2c(c1)OCO2
    -8 | 43
CCOC(=O)c1oc2ccccc2c1NC(=O)c1cccc(OC)c1OC
    42 | 12
Cc1ccc(CC(=O)N2CCN(c3cccc(C(F)(F)F)c3)CC2)cc1
    -5 | 38
Cc1sc(NC(=O)CSc2nnc(COc3ccccc3)n2C)c(C#N)c1C
    2 | 18
Cc1ccc(S(=O)(=O)N(CC(=O)NCc2ccco2)Cc2ccccc2F)cc1
    10 | 34
CCN1C(=O)/C(=C2/SC(C)=C(C)N2CC)SC1=S
    8 | 34

# Profiles, quoted from the list.
# `CC1=[N+]([O-])C(N2CCOCC2)C(O)(c2ccccc2)C1` (stereo not given) across the screens: mHtt clearance = -14; mHtt clearance grain fraction = 24
# `Cc1ccc(CC(=O)N2CCN(c3cccc(C(F)(F)F)c3)CC2)cc1` across the screens: mHtt clearance = -5; mHtt clearance grain fraction = 38

# (list continues)
# Every second line gives: mHtt clearance | mHtt clearance grain fraction
CCN(CC(=O)NC(C)C)C(=O)CCNC(=O)c1ccc(Cl)cc1
    -139 | 90
CC(=O)N1CCN(CC(O)COc2ccc(OCc3ccccc3)cc2)CC1 (stereo not given)
    4 | 18
FC(F)(F)C1=CC(c2ccc(Cl)cc2)=NCCN1
    -23 | 52
COCCCn1c2nc3ccccc3nc2c2c(=O)n(Cc3ccc(Cl)cc3)cnc21
    14 | 18
CCN(CC)S(=O)(=O)c1ccc(NC(=O)C(OC)c2ccccc2)cc1 (stereo not given)
    -63 | 27
Cc1cccc(NC(=O)c2ccccc2NC(=O)C(C)(C)C)n1
    32 | 14
O=C(Cc1ccccc1)Nc1ccccc1N1CCOCC1
    -26 | 49
O=C(O)c1ccc2c(c1)CC(c1ccccc1)OC2=O (stereo not given)
    -79 | 34
CCOC(=O)C1=C(c2ccccc2)N(C)C(=O)NC1c1ccc(O)c(OC)c1 (stereo not given)
    10 | 33
COC(=O)c1ccc(CSc2nnc(-c3ccncc3)o2)o1
    24 | 15
O=C(COC(=O)C1CCCN1C(=O)c1cccs1)c1ccccc1 (stereo not given)
    8 | 26
CC(=O)Nc1nonc1-c1nc2ccccc2n1Cc1nnc(C)o1
    -106 | 42
COCCCNC(=O)Cn1nc(-c2ccc(C)cc2)ccc1=O
    -20 | 25
CC1Cc2ccccc2N1C(=O)CN1C(=O)NC(C)(c2ccc3c(c2)OCCO3)C1=O (stereo not given)
    -14 | 41
CNC(=O)CSc1nnnn1-c1ccc2c(c1)OCCO2
    6 | 20
CN1CCCC(OC(=O)CCCCC(=O)OC2CCCN(C)C2)C1 (stereo not given)
    -37 | 54
CC1CCCCC1NC(=O)Cn1[nH]c(=O)c2ccccc2c1=O (stereo not given)
    -14 | 42
Cc1cc(C)nc(N/C(=N\S(=O)(=O)Cc2ccccc2)Nc2cccc(Cl)c2C)n1
    22 | 32
CC(=O)OC1CSc2nc3ccccc3n2C1 (stereo not given)
    18 | 36
CC(=O)c1cccc(NC(=O)Nc2ccc(C(=O)N3CCCC3)cc2)c1
    47 | 11

# (next part)
SMILES	mHtt clearance	mHtt clearance grain fraction
COc1ccc(C2OC(=O)c3ccccc3S2)cc1 (stereo not given)	-73	63
COC(=O)C(Nc1nccs1)(OC)C(F)(F)F (stereo not given)	-3	35
O=C(CC1Nc2ccccc2NC1=O)Nc1cc(Cl)cc(Cl)c1 (stereo not given)	7	18
CCOC(=O)c1ccc2c(c1)N(Cc1ccccc1C)C(=O)c1ccccc1S2=O (stereo not given)	-25	51
Cn1cc(SCC(=O)Nc2ccc3c(c2)OCCO3)c2ccccc21	-80	87
C=CCNC1=C(Cl)C(=O)N(c2ccccc2Cl)C1=O	-23	49
CC(C)C(C(=O)Nc1sc2c(c1C#N)CCCCC2)N1C(=O)c2ccccc2C1=O (stereo not given)	3	21
COc1ccc2c(c1)C(=O)OC2CC(=O)O (stereo not given)	35	13
Cc1ccc(-c2nnn(CC(=O)O)n2)cc1	24	13
CCc1nnc(NC(=O)CSc2nnc(C3CCCCC3)n2-c2cccc(Cl)c2)s1	-9	21
CCOC(=O)CCSc1nc(-c2ccccc2)cc(C(F)(F)F)n1	-3	19
CCC(=O)NCCNC(=O)c1c(SC)nsc1SC	36	23
c1ccc(-c2noc(CSc3nnnn3-c3ccccc3)n2)cc1	-24	62
O=C(NC1CCCCC1)C(c1ccc(Cl)cc1)N1CCC2(CC1)OCCO2 (stereo not given)	23	33
COc1ccc(NC(=O)CN(c2cccc(F)c2)S(C)(=O)=O)cc1OC	-51	26
CCOc1c(Br)cc(/C=C2\C(=O)N(CCC#N)N=C2C)cc1OC	-10	20
O=C(CSc1nc2ccccc2n1CC(=O)N1CCCC1)N1CCN(C(=O)c2ccco2)CC1	1	18
Cc1ccc2nc(NCCCO)[nH]c2c1	-19	22
CCn1c(=O)c2cc(C(=O)Nc3cc(C)on3)sc2c2ccccc21	6	32
Cc1cc(C)c(S(=O)(=O)N2CCN(CCO)CC2)c(C)c1	5	39
CSc1nc(-c2ccco2)nn1C(=O)c1ccc(Cl)cc1	41	27
COc1ccccc1C1C2CCCCC2(O)CCN1CC(=O)Nc1ccccc1 (stereo not given)	25	22
COCCn1c(=O)[nH]c2cc(C(=O)OC)ccc2c1=O	12	30
CC1(C)Oc2ccc(C(=O)NC3CCCC3)cc2N(CC(=O)NC2CCCCC2)C1=O	-31	48
CCOc1c(Cl)cc(CNCC(C)C)cc1OC	-21	38
O=C(/C=C/Nc1ccc(F)cc1)c1ccco1	-71	35
C/C=C(\C)C(=O)OC1c2c(ccc3ccc(=O)oc23)OC(C)(C)C1OC(C)=O (stereo not given)	66	6.1
Cc1nc(-c2ccccc2)sc1-c1nc(-c2cccs2)ncc1S(=O)(=O)c1ccccc1	4	43
O=C(c1cc2nc(-c3ccccc3)cc(C(F)(F)F)n2n1)N1CCOCC1	-23	24
CCOc1ccccc1-c1nc(-c2ccc(NC(=O)c3ccc(Br)o3)cc2)no1	-2	21

# An excerpt from above in order of count of non-hydrogen atoms, ascending:
SMILES	mHtt clearance	mHtt clearance grain fraction
Cc1ccc2nc(NCCCO)[nH]c2c1	-19	22
COc1ccc(C2OC(=O)c3ccccc3S2)cc1 (stereo not given)	-73	63
CCOc1ccccc1-c1nc(-c2ccc(NC(=O)c3ccc(Br)o3)cc2)no1	-2	21
CCc1nnc(NC(=O)CSc2nnc(C3CCCCC3)n2-c2cccc(Cl)c2)s1	-9	21
O=C(CSc1nc2ccccc2n1CC(=O)N1CCCC1)N1CCN(C(=O)c2ccco2)CC1	1	18

# New compounds follow.
SMILES	mHtt clearance	mHtt clearance grain fraction
COc1cc(NC(=O)CN2CCN(S(=O)(=O)c3ccc(C(C)C)cc3)CC2)cc(OC)c1	57	9.2
O=C(O)CN1C(=O)COc2cc(S(=O)(=O)N3CCCC3)ccc21	-105	73
COc1ccccc1NC(=O)Cc1noc(CSc2cc(C)c3ccccc3n2)n1	25	33
CC(C)N(C(=O)CSc1nnc(CN2CCCCCC2=O)n1-c1ccccn1)C(C)C	24	27
COc1ccc(N2CCN(c3nc4c(c(=O)n(C)c(=O)n4C)n3Cc3ccccc3)CC2)cc1	8	19
Cc1c(Cc2ccccc2)sc(NC(=O)Cc2ccccc2)c1C(N)=O	24	29
O=C(c1cccc(S(=O)(=O)NCCOc2ccccc2)c1)N1CCN(c2ncccn2)CC1	16	15
O=C1CC(N2CCC(C(=O)N3CCCCC3)CC2)C(=O)N1 (stereo not given)	42	11
O=C(CCCn1c(=O)oc2ccccc21)Nc1cccnc1	53	15
[O-][n+]1onc2c1CCc1nnccc1-2	6	20
COC(=O)c1oc2ccc(Br)cc2c1NC(=O)c1ccccc1	7	19
CC(C)OC(=O)CSc1nc2cccnc2n1-c1ccc(F)cc1	11	35
CCCC1(C(=O)OCC)NC(c2ccc(N(C)C)cc2)C2C(=O)N(c3ccc4c(c3)OCCO4)C(=O)C21 (stereo not given)	20	14
CCC(C)NC(=O)CCCCCn1c(=O)[nH]c2cc(OC)c(OC)cc2c1=O (stereo not given)	63	13
Cc1cc(S(=O)(=O)Nc2ccc3ccccc3c2)c(C)s1	-38	27
COc1ccc(Cl)cc1S(=O)(=O)N1CCN(c2ccc(F)cc2)CC1	-64	27
O=C(c1cccnc1)N1CCN(S(=O)(=O)c2ccc(S(=O)(=O)N3CCCC3)cc2)CC1	34	16
COc1ccc(N2CCN(C(=O)c3ccc(OCC4CCCO4)cc3)CC2)cc1 (stereo not given)	-14	41
O=c1cc(N2CCN(c3ccccc3F)CC2)[nH]c(=O)n1-c1ccc(Br)cc1	4	50
O=C(CSc1nnc(-c2ccccn2)n1Cc1ccccc1)Nc1ccc2c(c1)OCO2	26	15
COc1cccc(CNC(=O)C2CCCN(S(=O)(=O)c3cnc[nH]3)C2)c1 (stereo not given)	-9	49
O=c1[nH]ncc2c3ccccc3n(Cc3ccccc3)c12	41	22
O=C(c1ccccc1F)N1CCN(Cc2cccc(Cl)c2)CC1	4	18
c1ccc(-c2nc(NCCCN3CCOCC3)c3ccccc3n2)cc1	37	11
CCOc1ccc(N(Cc2cc3cc(OC)ccc3[nH]c2=O)C(=O)C2CCCO2)cc1 (stereo not given)	16	34
